High-throughput results: PubChem, several laboratories
STK33 kinase inh: inhibitors of purified STK33 kinase, primary screen, biochemical, ADP-Glo luminescence, homogeneous, cell-free | AID 2661, 2010 | inhibition, % at 10 µM | MBP phosphorylation | Serine/threonine-protein kinase 33 (Homo sapiens), Q9BYT3 | hit rate 0.073% among 320,000;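 active means inhibition at or above 25%, using the most active replicate where run in duplicate; inactive means inhibition below 25%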
Target sequence (Q9BYT3 whole entry, looked up): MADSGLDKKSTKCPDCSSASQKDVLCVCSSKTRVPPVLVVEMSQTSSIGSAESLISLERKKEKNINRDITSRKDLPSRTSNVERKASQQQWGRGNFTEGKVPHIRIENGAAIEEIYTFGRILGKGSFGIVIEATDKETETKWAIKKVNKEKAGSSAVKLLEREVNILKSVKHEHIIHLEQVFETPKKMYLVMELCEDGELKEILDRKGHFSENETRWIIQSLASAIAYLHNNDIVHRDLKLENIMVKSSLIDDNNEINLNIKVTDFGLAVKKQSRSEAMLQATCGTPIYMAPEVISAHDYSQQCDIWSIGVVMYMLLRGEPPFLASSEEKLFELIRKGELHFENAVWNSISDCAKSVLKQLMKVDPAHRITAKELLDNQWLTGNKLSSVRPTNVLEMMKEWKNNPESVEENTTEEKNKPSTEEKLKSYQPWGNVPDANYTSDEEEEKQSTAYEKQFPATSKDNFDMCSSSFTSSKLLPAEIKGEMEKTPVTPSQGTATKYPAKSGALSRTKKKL
OX1R FRET antag: antagonists of human orexin 1 receptor (OX1R); inhibition, % at 6.6 µM; hit rate 1.8% among 330,000; OX1R-expressing cells, FRET antagonist read-out; in the data active means inhibition mostly above about 38%, no sharp cut-off; inactive means mostly below about 40%;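 further: 0% = agonist challenge alone and 100% = reference antagonist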
Target sequence (O43613 whole entry, looked up): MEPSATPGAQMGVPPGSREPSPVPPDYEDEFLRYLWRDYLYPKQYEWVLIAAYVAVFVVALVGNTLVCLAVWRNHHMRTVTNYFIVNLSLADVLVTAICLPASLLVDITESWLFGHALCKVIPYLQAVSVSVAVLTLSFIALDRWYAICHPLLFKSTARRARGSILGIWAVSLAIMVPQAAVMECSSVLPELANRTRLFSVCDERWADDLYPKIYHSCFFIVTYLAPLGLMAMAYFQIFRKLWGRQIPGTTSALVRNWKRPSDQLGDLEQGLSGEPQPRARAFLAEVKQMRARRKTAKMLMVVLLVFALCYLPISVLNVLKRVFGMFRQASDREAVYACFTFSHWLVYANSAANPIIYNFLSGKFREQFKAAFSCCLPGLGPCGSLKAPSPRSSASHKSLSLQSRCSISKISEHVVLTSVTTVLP
Numbers without * were called inactive; x = not tested or not shown.

SMILES | STK33 kinase inh | OX1R FRET antag
CCC(=O)N1CCN(c2ccc(Cl)cc2NC(=O)c2ccc3c(c2)OCCO3)CC1 | -0.2 | 9
CCN(CC)S(=O)(=O)c1cccc(C(=O)N/N=C/c2ccc(OC)c(O)c2)c1 | -0.2 | 17
Brc1cc2c(cc1/C=N/Nc1nc3ccccc3s1)OCO2 | 0.3 | 2
Cc1ccc[n+](CC(=O)N2CCCc3ccccc32)c1 | -1.9 | 20
COc1ccc(-n2c(C)cc(/C=C3\SC(=S)NC3=O)c2C)cc1 | -0.6 | 13
CCN(CC(=O)NCc1cccs1)C(=O)c1ccc(Cl)c(Cl)c1 | -0.5 | 2
CC[C@]12c3[nH]c4cc(-c5ccco5)ccc4c3CCN1C(=O)[C@@H](CC(=O)NCCCOC)C[C@@H]2C(=O)N1CCN(C(=O)C2CC2)CC1 | x | 3
Cc1ccc(C(=O)NCCc2nnc3ccc(SCC(=O)Nc4cc(C)on4)nn23)cc1 | -1.3 | -1
COc1ccc(NC(=O)C(CC(=O)O)Cc2ccc(Br)cc2)cc1 (stereo unspecified) | -0.8 | x
COc1ccc(NC(=O)CSCC(=O)N(C)Cc2cccc(OC)c2OC)cc1 | -0.3 | 11
COc1cccc(CSc2nc3ccccc3cc2C=O)c1 | -0.6 | 13
CSc1cccc(NC(=O)c2cnn3ccccc23)c1 | 4.8 | 11
COc1cccc(CN2CCN(c3ncccn3)CC2)c1OC | 1.4 | 16
CC(Nc1nc(-c2ccccc2F)nc2ccccc12)c1ccccc1 (stereo unspecified) | -1.4 | 10
CNC(=O)c1cc(C(=O)c2ccc(F)cc2C(F)(F)F)c[nH]1 | 0.4 | -4
CSc1ccc(/C=C/C(=O)OCC(=O)NC(C)C)cc1 | -0.9 | -5
CC(C)(C)c1cc2ncnc(N3CCCCC3)c2s1 | -3.5 | -3
COc1cc(CN2CCC(C(=O)NCCC(C)C)CC2)ccc1OCc1ccccc1 | 0.1 | 2
COC(=O)c1c(NC(=O)COC(=O)c2ccccn2)sc(C)c1C | -1.0 | 11
COc1ccc(NC(=O)c2sc3nc(N4CCOCC4)c4c(c3c2N)CCCC4)c(OC)c1 | 1.4 | 11
CSc1cccc(NC(=O)COc2ccccc2C)c1 | 6.7 | 19
CCOc1ccc(C(=O)NC(=S)N2CCN(c3ccc(C(F)(F)F)cc3[N+](=O)[O-])CC2)cc1 | 0.0 | 1
CC(=O)c1ccc(NC(=O)c2ccc(NC(=O)CCS(=O)(=O)c3cccs3)cc2)cc1 | 0.2 | 15
O=C(CN1C(=O)NC2(CCCC2)C1=O)c1ccc(Cl)s1 | -1.2 | 11
COc1ccc(N=C2SC(C(=O)O)CC(=O)N2Cc2ccc(OC)c(OC)c2)cc1 (stereo unspecified) | 0.3 | 9
CC(C)NC(=O)c1ccc2c(c1)N(CC(=O)N1CCCC1)C(=O)C(C)(C)O2 | -0.6 | -3
CCC1(c2ccc(F)cc2)NC(=O)N(CC(=O)Nc2cccc(S(=O)(=O)N3CCCCC3)c2)C1=O (stereo unspecified) | -0.2 | 16
O=C(O)c1ccc2c(c1)-c1nc3ccccc3n1C2=O | 11 | 4
Cc1cc(C)cc(N(CC(=O)NCC2CCCO2)C(=O)CCC(=O)Nc2cc(C)on2)c1 (stereo unspecified) | 0.4 | 8
COc1ccc2c(c1OC)C(=O)OC2Nc1nc(-c2cc3ccccc3oc2=O)cs1 (stereo unspecified) | x | 14

2 compounds picked at random from the list so far, as already listed:
SMILES | STK33 kinase inh | OX1R FRET antag
CCOc1ccc(C(=O)NC(=S)N2CCN(c3ccc(C(F)(F)F)cc3[N+](=O)[O-])CC2)cc1 | 0.0 | 1
CC(=O)c1ccc(NC(=O)c2ccc(NC(=O)CCS(=O)(=O)c3cccs3)cc2)cc1 | 0.2 | 15

Next entries.
SMILES | STK33 kinase inh | OX1R FRET antag
Cc1ccc(C(C)C)c(OCCNCCc2ccccc2)c1 | -1.1 | 3
COc1ccccc1Nc1nc(-c2sc(NC(=O)CC(C)C)nc2C)cs1 | -1.5 | 30
CCc1nnc(NS(=O)(=O)c2ccc(N/C=C(\C=O)c3nc4cc(Cl)ccc4o3)cc2)s1 | -0.2 | 13
COCCn1c(SCC(=O)N2CCCC2=O)nc2sc(C)c(C)c2c1=O | -0.6 | 13
O=C(NNc1ccc(F)cc1F)C1CCC1 | -1.0 | 1
O=C(O)CC(C(=O)NCc1ccccc1)C1CCCO1 (stereo unspecified) | -0.2 | 5
Cc1ccc(CS(=O)(=O)Cc2ccc(C(=O)NCCCN3CC(C)CC(C)C3)o2)cc1 (stereo unspecified) | 7.4 | 3
CC1CCc2sc(C(=O)NCc3ccc(F)cc3)cc2C1 (stereo unspecified) | -0.8 | 15
CCCCP(=O)(CCCC)c1ccccc1C(=O)O | -0.2 | 30
CCCc1nnc(SCC(=O)NC2CCCC2)n1CCOC | -1.3 | 14
COc1ccc(N=Cc2oc3ccc4ccccc4c3c2O)cc1 | -0.1 | 58*
Cc1ccccc1C(=O)Nc1nnc(SC(C)C)s1 | -0.7 | 3
COc1cccc(CNc2ccc(N3CCCCC3)cc2)c1OC | -0.5 | 24
COC(=O)CN1CCN(C(=O)c2ccco2)CC1 | -1.5 | 29
Cc1cc(NC(=O)c2ccc3c(c2)C(=O)N(C2CCCCC2)C3=O)no1 | -0.6 | 10
O=C(NN=Cc1ccc(OC(F)F)cc1)c1ccc(NS(=O)(=O)c2cccs2)cc1 | 0.3 | 2
CCC(c1nnnn1CC1CCCO1)N(CCCO)Cc1cc2cccc(C)c2[nH]c1=O (stereo unspecified) | 0.0 | 28
O=C1N/C(=C\c2ccc(N3CCOCC3)c(F)c2)C(=O)N1Cc1ccccc1 | -1.5 | 5
COc1ccc(S(=O)(=O)CCC(=O)O)cc1 | 0.4 | 2
Cc1cccc(N=Nc2c(C)[nH]n(-c3ccccc3)c2=O)c1 | -0.6 | 6

Individual results from the list.
Entry for `COC(=O)CN1CCN(C(=O)c2ccco2)CC1` under OX1R FRET antag: 29
Entry for `COc1ccc(N=Cc2oc3ccc4ccccc4c3c2O)cc1` under OX1R FRET antag: 58*
Entry for `Cc1cc(NC(=O)c2ccc3c(c2)C(=O)N(C2CCCCC2)C3=O)no1` under STK33 kinase inh: -0.6
Entry for `O=C1N/C(=C\c2ccc(N3CCOCC3)c(F)c2)C(=O)N1Cc1ccccc1` under STK33 kinase inh: -1.5

Nothing new here: an excerpt of the list.
SMILES | STK33 kinase inh | OX1R FRET antag
COc1ccc(N=Cc2oc3ccc4ccccc4c3c2O)cc1 | -0.1 | 58*
Cc1ccccc1C(=O)Nc1nnc(SC(C)C)s1 | -0.7 | 3
COc1cccc(CNc2ccc(N3CCCCC3)cc2)c1OC | -0.5 | 24

Additional structures
SMILES | STK33 kinase inh | OX1R FRET antag
O=C(OCC#CCSc1nnc(-c2ccccc2)o1)c1cc2ccccc2o1 | -0.1 | 22
CCCN1CCN(c2ncnc3c2nnn3Cc2ccccc2)CC1 | 2.2 | 20
O=C(COc1ccc([N+](=O)[O-])cc1)Nc1ccc(CN2CCOCC2)cc1 | -0.2 | 22
NS(=O)(=O)c1ccc(NC(=O)CSc2ccccc2)cc1 | -0.1 | 5
Cc1cc(NC(=O)c2cc([N+](=O)[O-])cc([N+](=O)[O-])c2C)no1 | -2.0 | 76
O=C(CCCn1c(=S)[nH]c2ccc(Br)cc2c1=O)NCc1ccccn1 | -0.2 | 14
O=C(c1cn(-c2ccccc2)nc1-c1ccncc1)n1nnc2ccccc21 | -0.1 | 31
CCc1ccc(NC(=O)C2CCN(C(=O)[C@@H]3Cc4ccccc4CN3)CC2)cc1 | -1.1 | 3
O=C(c1ccccc1)c1cc(-c2ccccc2)on1 | -1.5 | 9
Cc1cc(NC(=O)CC(CN(C)S(=O)(=O)c2ccccc2)c2ccccc2)no1 (stereo unspecified) | -2.7 | 5
COc1ccccc1NC(=O)CSc1ccc2nnc(-c3cccnc3)n2n1 | -1.2 | 17
CCCCn1c(-c2cccc(C)c2)nc2cc3[nH]c(=O)c(C(C)C)nc3cc21 | 0.0 | 9
CN(C)S(=O)(=O)Oc1cccc(C(=O)Nc2ccc(Cl)cc2)c1 | 2.3 | 53
COc1ccc(-n2c(=O)/c(=C\c3cccs3)s/c2=C(/C#N)C(=O)N2CCN(C)CC2)cc1 | -0.1 | 28
O=S(=O)(c1ccccc1)n1c(C(O)c2ccccn2)cc2ccccc21 (stereo unspecified) | 0.1 | 7
CC(=O)Nc1ccc(NC(=O)c2cc(=O)c3ccc(C)cc3o2)cc1 | -0.7 | 11
COc1cccc(C(=O)Nc2ccc(NC(=O)C3CC3)cn2)c1 | 1.3 | 27
Cc1nc(=O)c(-c2ccccc2)c(C)n1-c1cccc(/C=C/C(=O)O)c1 | -3.0 | 8
CCC(=O)c1ccc(OCC(=O)N2CCN(c3ccccn3)CC2)cc1 | 0.7 | -5
Cc1ccc(N2CC(C(=O)OCC(=O)Nc3ccccc3C)CC2=O)cc1 (stereo unspecified) | 0.1 | 0
CC(C)(C)OC(=O)N1CCC[C@H]1c1nnc(SCc2c(Cl)cccc2Cl)o1 | -0.3 | 27
O=C(CCS(=O)(=O)c1ccc(Cl)cc1)Nc1nc(-c2cccnc2)cs1 | -0.7 | 9
O=C(NNC(=O)C1CC1)c1ccccc1[N+](=O)[O-] | -1.4 | x
Cc1ccc(CNC(=O)C2CCCN(S(=O)(=O)c3cnc[nH]3)C2)cc1 (stereo unspecified) | 0.2 | 6
CCN(CC)C(=O)CN(C#N)c1nc(OC)nc(N(C)C)n1 | x | 6
O=C(NC1CCCCC1)c1sc(N2CCOCC2)nc1-c1ccccc1 | -0.5 | 19
CCCC1C2C(=O)N(c3ccccc3OC)C(=O)C2ON1c1ccccc1 (stereo unspecified) | -1.7 | 37
O=C(NCCN1CCOCC1)C(=O)NCC1CCCO1 (stereo unspecified) | -2.7 | 1
Cc1ccc(S(=O)(=O)Nc2cccc(-n3cnnn3)c2)cc1 | -1.5 | 38
CCC1(C)Cc2ccccc2-c2nc(SCC(N)=O)[nH]c(=O)c21 (stereo unspecified) | 0.6 | 7
Cc1ccc(/C=N/NC(=O)c2cc3c(s2)CCCC3)o1 | 0.7 | 25
CCOC(=O)CS(=O)(=O)c1ccc(C(F)(F)F)cn1 | 1.1 | 16
O=C(COC(=O)COc1cccc(Br)c1)NCc1ccc2c(c1)OCO2 | 0.3 | 7
COc1ccc2oc(C(=O)OCC(=O)NC(=O)NC(C)C)c(C)c2c1 | -0.3 | 21
COc1ccccc1-c1nnc(SCC(=O)Nc2ccc(N3CCOCC3)cc2)n1C | -1.8 | 14
CCCCN(C(=O)C1=NN(c2cc(C)ccc2C)C(=O)CC1)c1c(N)n(CCC)c(=O)[nH]c1=O | 0.0 | 1
Fc1ccc(-c2cc(-c3ccccc3)nc(-n3cccn3)n2)cc1 | 0.4 | 15
COC(=O)/C=c1\sc2ncnn2c1=O | 1.8 | 25
Nc1nc(SCC(=O)c2cccs2)n[nH]1 | -1.5 | 8
C=CCN(c1ccccc1)S(=O)(=O)c1cc(C(=O)NC2=NCCS2)ccc1Cl | 5.8 | 18
CC[C@]1(O)CC2CN(CCc3c([nH]c4ccccc34)[C@@](C(=O)OC)(c3cc4c(cc3OC)N(C=O)[C@H]3[C@@](O)(C(=O)OC)[C@H](OC(C)=O)[C@]5(CC)C=CCN6CC[C@]43[C@@H]65)C2)C1 (stereo partly specified) | 1.3 | 10
C=CCn1nnnc1SCC(=O)Nc1ccc(OC)cc1 | 1.3 | 22
COC(=O)C1=C(C)Nc2c(c(=O)n(C)c(=O)n2C)C1c1ccncc1 (stereo unspecified) | -0.6 | 15
CC(=O)c1cccc(NC(=O)c2cc(Cl)sc2Cl)c1 | 2.0 | 24
CCOC(=O)c1c(CSc2ccc(C)cc2)n(C)c2cc(Br)c(O)c(CN(C)C)c12 | -0.5 | 5
CC(C)(C)C(=O)Nc1ccc(C(=O)N/N=C/C2CC3C=CC2C3)cc1 (stereo unspecified) | -1.0 | 13
O=C(CCc1ccccc1)Nc1cccc(NC(=O)CCc2ccccc2)c1 | 0.2 | 48*
CCCC(=O)Nc1ccc(C(=O)NCc2ccccc2Cl)cc1 | -1.1 | 13
O=C(c1cc2ccccn2n1)N1CCN(Cc2ccccc2)CC1 | -2.5 | -2
O=C(N(c1ccccn1)c1ccccn1)C12CC3CC(CC(C3)C1)C2 | -0.5 | 3

(list continues)
SMILES | STK33 kinase inh | OX1R FRET antag
O=C(O)C1CCCNC1 (stereo unspecified) | -1.0 | 16
CC(=O)OC1c2ccccc2C(=O)N1Cc1ccccc1 (stereo unspecified) | 0.4 | 5
Cc1nnc(SCC(=O)N2CCCCCC2)n(N)c1=O | 0.2 | 15
COc1ccc(OCC(=O)Nc2cc(C)c(Cl)cc2OC)c([N+](=O)[O-])c1 | -0.4 | 14
CCN(CC)S(=O)(=O)c1ccc(O)c(NS(=O)(=O)c2ccccc2F)c1 | -1.3 | 10
NS(=O)(=O)c1ccc(CCNC(=O)CSc2ccc3ccccc3c2)cc1 | 1.1 | 32
COc1ccc(-c2cc(C(=O)Nc3c(C)n(C)n(-c4ccccc4)c3=O)c3ccccc3n2)cc1 | 0.9 | 6
COc1ccc(NS(=O)(=O)c2ccc(NN=Cc3ccc(C(=O)O)cc3)c([N+](=O)[O-])c2)cc1 | -0.2 | 8
COc1ccccc1NC(=O)CN1C(=O)C(C)SC(C)C1=O (stereo unspecified) | -2.6 | 3
CCOc1ccc(CCNC(=O)c2ccc(C)c(N3CCCC3=O)c2)cc1OCC | -1.6 | 29

Records listed above shown as hits in OX1R FRET antag.
SMILES | STK33 kinase inh | OX1R FRET antag
COc1ccc(N=Cc2oc3ccc4ccccc4c3c2O)cc1 | -0.1 | 58*
O=C(CCc1ccccc1)Nc1cccc(NC(=O)CCc2ccccc2)c1 | 0.2 | 48*

Next section
SMILES | STK33 kinase inh | OX1R FRET antag
N#C/C(=C\c1cc(Cl)c(OCc2ccc(Cl)cc2)c(Cl)c1)C(N)=O | -1.9 | 16
CCOc1ccc(CCNC(=O)c2[nH]c(C)c(C(C)=O)c2CC)cc1OCC | -1.0 | 6
COCCNC(=O)CN1CCN(C(c2ccccc2)c2ccccc2)CC1 | 3.1 | 2
Fc1ccc(-[n+]2nc(Nc3ccccc3)sc2-c2ccc(OCc3ccccc3)cc2)cc1 | -2.0 | 8
